Screening data: PubChem, Broad Institute
esBAF inh: blocks esBAF chromatin remodeling in mouse ES cells. Bmi1-luciferase knock-in reporter, 24 h; 100% = twice the neutral-well signal. reporter increase, % at 12.5 µM. 350,000 tested, 2% active; in the data active = activation above about 40%;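 also: 0% = median of the plate's neutral control wells and 100% = double that signal; a rise in the Bmi1 reporter signal indicates esBAF inhibition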
CFTR F508del cor: correctors of CFTR F508del function in bronchial epithelial cells | CFBE cells, YFP halide quenching; stimulated with forskolin plus potentiator P3; % fluorescence drop versus neutral controls | activity (quench increase), % at 7.58 µM | 350,000 tested, 0.36% active | AID 720511;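 active = mean added fluorescence quench of at least 8% versus neutral control, with both replicates also reaching 8%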;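 also: cells transiently co-express mutant CFTR-F508del with the halide-sensitive YFP; corrector assay measuring rescue of mutant channel to the surface after 24 h compound exposure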
GSIS activator: primary screen for activators of insulin secretion dependent on glucose, INS-1E cells, GLuc reporter luminescence; INS-1E GLuc reporter insulin secretion, 2-3 h; activation, % at 16.6 µM; 370,000 tested, 0.61% active;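 active = lowest replicate activation of at least 40%, so every replicate reaches that level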;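 also: 0% = median of neutral control wells and 100% = median of IBMX positive control wells; some compounds called inactive have numbers as strong as hits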
ARNT-TACC3 inh: disruptors of human ARNT/TACC3 interaction; Q9Y6A5; AlphaScreen His-ARNT PAS-B/GST-TACC3 binding, luminescence; TACC3 fragment carries E629A point mutation; inhibition, % at 9.99 µM; 390,000 tested, 0.66% active; AID 623870;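 active = mean inhibition of replicates at least 50% and at least half of replicates each reaching 50%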;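 also: 0% = complete ARNT plus TACC3 wells and 100% = ARNT alone without TACC3; many hits fall short of the cut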
RAD54 branch: blocks human RAD54 Holliday junction branch migration; AID 602329; 360,000 tested, 0.14% active; Q92698; inhibition, % at 10.4 µM; FAM/BHQ fluorescence;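 active = mean normalized replicate activity at least 40 and at least half of replicates scoring 40 or more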;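 also: 0% = median of neutral control wells and 100% = median of positive control wells; inhibitors cause a drop in the FAM fluorescence signal; in these data hits start at about 50%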
ERAP1 HTS inh: ERAP1 (human) enzyme inhibition. recombinant ERAP1, Leu-AMC fluorescence, 60 min. 340,000 tested, 0.15% active. inhibition, % at 10.7 µM. AID 652197;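 active = mean replicate inhibition of at least 30%, or all replicates individually reaching that 30% level; inactive = mean below 30% and not every replicate reaching it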;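 also: 0% = neutral control wells and 100% = L-leucinethiol positive control wells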
Target sequence (Q9NZ08 whole entry, looked up): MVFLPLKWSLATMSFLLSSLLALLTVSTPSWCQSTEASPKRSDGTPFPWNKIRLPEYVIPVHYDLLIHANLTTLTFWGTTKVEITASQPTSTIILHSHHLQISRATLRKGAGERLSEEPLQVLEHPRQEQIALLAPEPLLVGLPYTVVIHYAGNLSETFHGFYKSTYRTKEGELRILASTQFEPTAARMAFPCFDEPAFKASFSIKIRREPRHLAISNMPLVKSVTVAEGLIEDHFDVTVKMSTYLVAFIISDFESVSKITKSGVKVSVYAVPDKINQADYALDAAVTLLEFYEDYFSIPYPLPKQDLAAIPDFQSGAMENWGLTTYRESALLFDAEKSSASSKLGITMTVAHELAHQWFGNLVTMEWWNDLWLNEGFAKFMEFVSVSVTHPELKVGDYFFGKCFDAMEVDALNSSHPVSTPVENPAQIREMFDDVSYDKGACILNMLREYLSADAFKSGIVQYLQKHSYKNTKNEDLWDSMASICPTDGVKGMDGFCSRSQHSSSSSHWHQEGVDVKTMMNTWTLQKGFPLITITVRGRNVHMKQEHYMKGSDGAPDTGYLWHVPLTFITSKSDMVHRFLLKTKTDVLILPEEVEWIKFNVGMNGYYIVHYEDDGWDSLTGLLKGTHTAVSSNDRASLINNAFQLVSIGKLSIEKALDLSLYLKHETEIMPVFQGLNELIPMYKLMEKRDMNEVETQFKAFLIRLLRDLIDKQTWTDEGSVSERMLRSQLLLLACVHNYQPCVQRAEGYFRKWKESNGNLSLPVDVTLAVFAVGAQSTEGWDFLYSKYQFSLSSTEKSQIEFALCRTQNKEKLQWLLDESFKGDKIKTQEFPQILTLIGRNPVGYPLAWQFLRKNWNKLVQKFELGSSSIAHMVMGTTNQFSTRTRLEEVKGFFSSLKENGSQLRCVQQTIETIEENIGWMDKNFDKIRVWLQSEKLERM
RAD52 anneal inh: inhibitors of human RAD52 DNA annealing. P43351. recombinant RAD52 DNA annealing, FRET fluorescence. inhibition, % at 18.7 µM. 360,000 tested, 0.46% active. AID 651710;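 active = every replicate showing at least 50% inhibition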
XiGFP reactiv: activators of X-chromosome reactivation in mouse fibroblasts. XiGFP mouse fibroblasts, % GFP-positive cells imaging, 3 d; cells co-treated with 5-aza-dC sensitizer; scaled so ellipticine positive control = 100%. activation, % at 7.58 µM. 360,000 tested, 0.055% active. AID 743238;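 active = mean normalized replicate activation at least 10% and every replicate at or above 10%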;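 also: 0% = median of on-plate neutral control wells and 100% = ellipticine 6 µM median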
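Material: XiGFP fibroblasts, SV40-immortalized; Buffer or medium: DMEM containing 5-aza-dC; Compound dosing: single point; Times: 3 days compound exposure.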
An asterisk follows results filed as active; · = not tested or not shown.

molecule,XiGFP reactiv,RAD52 anneal inh,esBAF inh,GSIS activator,ERAP1 HTS inh,ARNT-TACC3 inh,CFTR F508del cor,RAD54 branch
CCn1cc(C(=O)NCc2ccc3c(c2)OCO3)c(=O)c2cc(S(=O)(=O)N(C)C)ccc21,-0.1,4,-2,·,-6,-1,1.2,11
CC(C)c1ccc(C2C3=C(COC3=O)Nc3cc4c(cc32)OCO4)cc1 (stereo not given),0.2,-8,·,11,-3,-5,-2.5,2
COC(=O)c1cccc(NC(=S)N2CCCCC2)c1,0.1,-13,11,3,-2,5,0.2,-2
COc1ccc(NC(=O)CSCC(=O)N=c2sccn2C)cc1,0.0,5,-3,9,0,-4,-1.6,-11
CCO[C@@H]1c2c(ccc3ccc(=O)oc23)OC(C)(C)[C@@H]1O,0.1,-5,-5,10,-1,2,0.7,-1
Cc1noc(C)c1CSCC(=O)OCC(=O)Nc1ccc(OC(F)(F)F)cc1,0.2,1,-2,-6,-6,·,-0.3,4
C=CCCC(=O)N1C[C@H]2CON(C)[C@H]2C[C@H]1c1cccc(Br)c1,0.2,-21,5,4,1,-4,6.1,0
CCOC(=O)C1(C)CCN1C(=O)c1cccs1 (stereo not given),0.1,9,-1,0,0,·,2.5,8
CC(=O)OC1CC2(C)/C(=N\O)CCC2C2CCc3cc(O)ccc3C12 (stereo not given),0.1,-71,2,-1,0,10,-0.6,6
C[C@H]1CN([C@@H](C)CO)C(=O)c2cc(NS(=O)(=O)c3ccccc3)ccc2O[C@@H]1CN(C)C(=O)Nc1ccc2c(c1)OCO2,-0.1,13,-1,9,2,-2,-2.2,1
O=C(/C=C/c1ccccc1Cl)NCCc1ccccc1,·,-5,55*,-43,-7,3,-0.3,-10
CCOC(=O)C1CCN(C(=O)c2ccccc2NS(=O)(=O)c2ccc(F)c(F)c2)CC1,0.5,·,-11,2,·,5,·,-10
Cc1noc(C)c1NC(=O)Nc1ccc2c(c1)C(=O)N([C@@H](C)CO)C[C@@H](C)[C@H](CN(C)Cc1ccccc1)O2,0.1,14,1,5,3,4,-0.4,3
CC1(C(=O)O)CCC2(C)CCC3(C)C(=CC(=O)C4C5(C)CCC(=O)C(C)(C)C5CCC43C)C2C1 (stereo not given),0.0,-2,-4,6,4,·,-1.7,-7
CC(O)(c1ccccc1)c1nc(-c2ccc(F)c(Cl)c2)cs1 (stereo not given),0.0,0,-3,-20,6,·,-0.3,19

A different layout for part of the listing above:
Order of values: XiGFP reactiv, RAD52 anneal inh, esBAF inh, GSIS activator, ERAP1 HTS inh, ARNT-TACC3 inh, CFTR F508del cor, RAD54 branch
> C[C@H]1CN([C@@H](C)CO)C(=O)c2cc(NS(=O)(=O)c3ccccc3)ccc2O[C@@H]1CN(C)C(=O)Nc1ccc2c(c1)OCO2
 : -0.1, 13, -1, 9, 2, -2, -2.2, 1
> O=C(/C=C/c1ccccc1Cl)NCCc1ccccc1
 : ·, -5, 55*, -43, -7, 3, -0.3, -10

Next section.
molecule,XiGFP reactiv,RAD52 anneal inh,esBAF inh,GSIS activator,ERAP1 HTS inh,ARNT-TACC3 inh,CFTR F508del cor,RAD54 branch
C[C@H](CO)N1C[C@H](C)[C@@H](CN(C)C(=O)Nc2ccccc2)OCCCC[C@H](C)Oc2ccc(NC(=O)Nc3ccccc3)cc2C1=O,0.2,22,15,-8,0,0,0.6,-5
CCCCCCNC(=O)CCc1nc2cccnc2n1Cc1ccc(OC)cc1,-0.1,-3,-6,1,0,6,1.5,-2
CNC[C@H]1OCCCC[C@H](C)Oc2ccc(NS(C)(=O)=O)cc2C(=O)N([C@H](C)CO)C[C@@H]1C,-1.1,-73,1,21,1,-6,-2.1,6
COc1ccccc1-c1ccccc1[C@@H]1[C@@H](C#N)N(C(=O)C2CCOCC2)[C@H]1CO,0.0,-4,·,-3,-4,·,0.1,·
CC(C)(C)C(=O)Nc1scc(-c2ccc(-c3ccccc3)cc2)c1C(=O)O,0.1,-14,0,-29,1,-8,-4.6,-10
COc1ccc(S(=O)(=O)Nc2ccc3c(c2)C(=O)N([C@@H](C)CO)C[C@@H](C)[C@H](CN(C)C(=O)Nc2ccc(C(F)(F)F)cc2)OCCCC[C@H](C)O3)cc1,-0.2,-26,-5,-3,-4,6,-0.2,3
Cc1ccccc1C(=O)N1CCC(C(=O)N(C)CCOc2ccccc2)CC1,0.2,-4,-3,-7,1,1,-0.2,-8
CCOc1ccc(C(CC(=O)O)NC(=O)COc2ccccc2)cc1OC (stereo not given),0.2,-8,·,-1,4,-5,-2.6,·
C[C@@H]1Cn2cnc(C(=O)N[C@@H](C)C(=O)OC(C)(C)C)c2C(=O)N1,0.0,-7,2,10,8,·,-3.6,7
CN1C(=O)c2ccccc2NC(=O)[C@]12O[C@@H]2c1cccc(O)c1,·,-141,0,0,1,-6,0.7,-9
COc1ccccc1CNC(=O)C[C@@H]1C[C@@H]2c3cc(NC(=O)c4ccc5c(c4)OCO5)ccc3O[C@@H]2[C@@H](CO)O1,0.3,5,7,3,-1,-1,3.8,-7
CCCCN(C(=O)CSc1nnc(-c2ccccc2OC)n1C)c1c(N)n(Cc2ccccc2)c(=O)[nH]c1=O,0.0,-11,·,-4,-1,·,-2.2,·
O=c1cc(-c2ccc(O)c(O)c2)oc2cc(O)c(C3OC(CO)C(O)C(O)C3O)c(O)c12 (stereo not given),·,22,-12,1,·,9,2.2,18
Cc1ccccc1NC(=O)Cc1nnc(SCC(=O)N2CCOCC2)n1C,0.4,-12,·,10,-2,2,-2.6,-5
O=C(C1CCOCC1)N1CC2(C1)[C@H](c1ccccc1)[C@@H](CO)N2C(=O)CC1CC1,0.2,-5,·,-2,0,·,-1.8,·
COc1ccc(NC(=O)N2CC3(C2)CN(C(C)=O)[C@@H](CO)c2[nH]c4cc(OC)ccc4c23)cc1,0.0,-7,·,11,-2,·,3.1,·
O=C(Nc1nnc([C@H]2C[C@H](O)[C@@H](CO)O2)s1)c1ccc(Oc2ccccc2)cc1,0.1,-12,15,4,-3,·,2.5,-6
COc1ccc2c3c([nH]c2c1)[C@H](CO)N(S(C)(=O)=O)CC31CCN(CC2CC2)CC1,0.3,17,·,12,-1,·,1.1,·
Cc1nc2scc(C)n2c(=O)c1S(=O)(=O)NCCc1ccccc1,0.0,2,3,-9,-1,-5,-5.0,9
Cc1nnc(SCC(=O)Nc2ccc(S(N)(=O)=O)cc2)n(N)c1=O,0.1,-10,-1,-2,-1,21,-0.8,-5
COc1ccc2c(c1)c(=O)c(C(=O)c1ccc(C)cc1)cn2CC(=O)Nc1ccc(F)cc1,0.0,-23,9,-7,2,2,1.9,7
Cc1[nH][nH]c(=O)c1C(c1ccc(-c2ccccc2C(=O)O)o1)c1c(C)[nH][nH]c1=O,0.0,-16,·,-1,-2,54*,-3.2,·
N#Cc1ccc(NC(=O)Nc2cccc(C#N)c2)cc1,0.1,-6,·,-56,-33,·,4.6,·
C=CCNC(=O)c1ccc(CN2CCC(Cc3ccccc3)CC2)cc1,0.0,-24,-6,·,5,-25,3.0,-3
CO[C@@H]1CN(C)C(=O)c2ccc(NC(=O)C3CC3)cc2OC[C@H](C)N(Cc2ccccc2)C[C@@H]1C,0.1,6,1,-3,-7,-2,-0.3,-12
O=C(COC(=O)Cn1cnc2ccccc21)Nc1cc2c(cc1Cl)C(=O)c1ccccc1C2=O,0.1,-5,52*,0,-1,-7,2.7,13
O=C(CCSc1ccccc1)Nc1ccccc1C(=O)N1CCCC1,0.0,·,-7,1,·,13,·,-2
Cc1ccc(S(=O)(=O)N(C)C[C@@H]2Oc3c(cccc3N(C)C)C(=O)N([C@H](C)CO)C[C@@H]2C)cc1,-0.1,-14,0,0,-1,·,1.1,4
O=C(O)c1ccc(NC2=Nc3cccc4cccc2c34)cc1,-0.1,-23,·,38,1,-1,1.0,-1
CCCNC(=O)C[C@@H]1CC[C@@H]2[C@H](COC[C@H](O)CN2C(=O)Nc2ccc(Cl)c(Cl)c2)O1,0.6,-5,-2,-19,-1,24,-1.3,-2
COc1ccc(CCn2c(-c3ccco3)nc3nc4ccccc4nc32)cc1,·,-55,·,2,4,·,·,-6
COc1ccc(S(=O)(=O)Nc2ccc3c(c2)CC(=O)N([C@H](C)CO)C[C@@H](C)[C@H](CN(C)C(=O)Nc2ccc4c(c2)OCO4)O3)cc1,-0.5,4,-3,11,5,·,1.1,4
COC(=O)[C@]12CCCCC=C1N(Cc1ccc3c(c1)OCO3)C(=O)[C@H](CC(=O)N1CCCC1)C2,0.1,-10,·,·,-3,·,-0.9,·
Nc1cccc2c1C(=O)N(CCOc1ccccc1F)C2=O,0.3,-18,4,-1,-36,-3,0.9,3
O=C1NC(Cc2ccccc2)c2nc3cc(F)c(F)cc3c(=O)n2-c2ncccc21 (stereo not given),0.3,-8,-5,-4,·,·,0.9,-2
Cc1ccc(S(=O)(=O)N(C)C[C@@H]2Oc3c(NS(=O)(=O)c4ccc(Cl)cc4)cccc3C(=O)N([C@H](C)CO)C[C@H]2C)cc1,0.1,-7,-3,-5,0,2,-2.4,-6
Cc1ccc(-c2ccccc2[C@@H]2[C@@H](C#N)N(C(=O)NC3CCCC3)[C@H]2CO)cc1,0.2,-11,·,-7,1,·,-0.7,·
COC(=O)CSc1nc2ccccc2o1,·,·,-2,20,·,-12,·,-3
Cc1c(C(=O)NCc2ccc3c(c2)OCO3)sc(=O)n1Cc1ccc(S(C)(=O)=O)cc1,0.0,-26,-1,-8,·,·,-0.3,7
O=C(COC(=O)c1ccc(Cl)c(S(=O)(=O)N2CCN(c3ccc(F)cc3)CC2)c1)Nc1cccc(Cl)c1,0.0,·,-4,-41,·,-1,·,3
Oc1ccccc1C=NC1=NN(c2cccc(C(F)(F)F)c2)CC1,·,-4,1,4,3,3,·,2
O=C(NCc1ccccc1)C1CCN(S(=O)(=O)c2cc([N+](=O)[O-])ccc2Cl)CC1,-0.1,-3,·,7,-2,·,·,·
C[C@H](O)C#Cc1cnc2c(c1)C(=O)N([C@H](C)CO)C[C@@H](C)[C@@H](CN(C)C(=O)CN(C)C)O2,-0.9,-3,-4,21,-2,-9,0.1,3
CC1(C(=O)Nc2ccc3c(c2)OCO3)CCN1C(=O)Cc1ccc(-c2ccccc2)cc1 (stereo not given),0.4,-30,-11,-41,-3,·,1.6,-3
